Source: PubChem (several laboratories)
CIT2 TOR yeast: yeast TOR pathway CIT2-GFP modulation; GFP response vs DMSO, % at 10 µM; 320,000 tested, 0.065% active; S. cerevisiae CIT2-GFP strain, flow cytometry, 3 h; 100 means same as DMSO wells;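 active = GFP response relative to DMSO above a set limit, near the screen mean plus 3 SD, cut at about 150% in these data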;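 also: ratio of well median GFP fluorescence to mean of DMSO wells on the plate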
MEX-5 binding: C. elegans MEX-5 TCR-2 RNA binding activity; Q9XUB2; MEX-5/FITC-TCR2 RNA binding, fluorescence polarization; active compounds read low; AID 1832; 300,000 tested, 0.38% active; activity score (negative = inhibition of binding), % at 10 µM;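 active = inhibition past about -25% in most replicates, and total fluorescence under double the plate's negative control median, limit read from the data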;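 also: 0% = DMSO and -100% = 5 µM competing unlabeled TCR2 RNA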
BCLXL inh: Bcl-xL (human) inhibition | Q07817 | GST-Bcl-xL / FITC-Bim BH3 peptide fluorescence polarization | inhibition, % at 10.9 µM | 320,000 tested, 0.7% active | AID 2129;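 active = inhibition above the mean of all tested compounds plus 3 SD, cutoff set per campaign, cut at about 30% in these data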;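 also: 0% = DMSO wells and 100% = unlabeled Bim-BH3 peptide competitor; inhibitors lower millipolarization by displacing the labeled peptide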
VLA-4 inh: inhibition in a human VLA-4 binding assay; VLA-4 expressing cells, ligand binding flow cytometry; inhibition, % (about 7 µM as worked out from the volumes in the protocol); 330,000 tested, 0.2% active; in the data active = inhibition above about 50%
GRK2 inh: human GRK2 inhibition via aptamer displacement. inhibition of aptamer binding, % at 10 µM. P25098. 330,000 tested, 0.59% active. bead flow cytometry, FAM-aptamer displacement from GRK2;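 active = inhibition of aptamer binding above 40%, roughly 3 SD of noise, on plates passing a quality check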;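 also: median bead fluorescence of bound FAM aptamer so fluorescent compounds give negative values; no value below 0 was filed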
Target sequence (P25098 whole entry, looked up): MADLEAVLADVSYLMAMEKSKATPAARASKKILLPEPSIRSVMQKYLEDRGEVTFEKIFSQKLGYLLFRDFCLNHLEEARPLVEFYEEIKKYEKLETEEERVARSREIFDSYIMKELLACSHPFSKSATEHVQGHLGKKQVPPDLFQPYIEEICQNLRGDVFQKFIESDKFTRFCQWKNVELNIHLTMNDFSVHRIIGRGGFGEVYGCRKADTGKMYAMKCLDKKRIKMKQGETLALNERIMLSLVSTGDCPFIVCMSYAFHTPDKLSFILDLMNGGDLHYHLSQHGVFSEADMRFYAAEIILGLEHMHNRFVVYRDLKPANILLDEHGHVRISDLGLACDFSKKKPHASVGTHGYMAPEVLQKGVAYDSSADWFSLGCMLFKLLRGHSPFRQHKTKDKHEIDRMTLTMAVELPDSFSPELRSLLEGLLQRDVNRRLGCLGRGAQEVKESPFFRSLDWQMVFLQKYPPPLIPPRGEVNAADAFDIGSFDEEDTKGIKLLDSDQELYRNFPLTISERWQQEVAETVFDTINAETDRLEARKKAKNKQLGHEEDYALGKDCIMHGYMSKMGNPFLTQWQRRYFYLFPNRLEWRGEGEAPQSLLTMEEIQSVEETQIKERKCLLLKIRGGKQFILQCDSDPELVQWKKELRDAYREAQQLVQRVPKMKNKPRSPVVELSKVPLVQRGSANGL
Yeast superoxide: lowers age-related superoxide in aged yeast cells | S. cerevisiae aged cells, superoxide DHE fluorescence; active compounds read low | superoxide response (% of plate mean), % at 10 µM | 330,000 tested, 0.18% active | AID 2690;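 active = superoxide response under a set limit, about three screen SD below normal, cut at about 65% in these data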;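 also: yeast aged for seven days with compound at 30 °C before DHE staining; 100% = average MFI of all compound-treated wells on the plate with controls excluded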
AGP1-GFP MLPCN: modulators of TOR pathway AGP1-GFP in S. cerevisiae | 320,000 tested, 0.02% active | AID 2066 | GFP response vs DMSO, % at 10 µM | S. cerevisiae AGP1-GFP multiplex flow cytometry, 3 h; GFP as percent of DMSO wells;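 active = GFP response relative to DMSO above a set limit, near screen average plus 3 SD, cut at about 150% in these data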;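 also: median GFP channel fluorescence of the gated AGP1 strain per well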
MCL1 BIM primary: disrupts human MCL1 binding to BIM-BH3 peptide. GST-MCL1 / FITC-Bim-BH3 fluorescence polarization. 320,000 tested, 0.68% active. inhibition, % at 10.9 µM. Q07820. AID 2057;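 active = inhibition above the mean inhibition of all tested compounds plus 3 SD, set per campaign, cut at about 40% in these data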;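 also: 0% = DMSO wells and 100% = unlabeled Bim-BH3 peptide control; higher means more loss of mP so more displacement of Bim peptide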
Target sequence (Q07820 whole entry, looked up): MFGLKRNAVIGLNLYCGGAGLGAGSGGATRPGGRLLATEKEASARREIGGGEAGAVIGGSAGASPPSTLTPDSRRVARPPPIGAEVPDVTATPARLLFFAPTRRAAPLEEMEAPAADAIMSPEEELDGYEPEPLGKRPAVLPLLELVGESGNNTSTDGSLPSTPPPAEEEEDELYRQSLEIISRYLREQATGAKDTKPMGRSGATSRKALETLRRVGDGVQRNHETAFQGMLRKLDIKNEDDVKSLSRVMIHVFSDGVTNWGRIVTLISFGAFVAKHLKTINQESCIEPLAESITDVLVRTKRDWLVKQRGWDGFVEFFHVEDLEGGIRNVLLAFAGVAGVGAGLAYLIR
GLD-1 TGE inh: GLD-1-TGE RNA interaction inhibition (C. elegans); Q17339; inhibition, % at 5.96 µM; purified GLD-1 + fluorescein TGE RNA, fluorescence polarization; AID 2280; 320,000 tested, 0.44% active;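 active = percent inhibition above a per-plate cutoff, the plate mean of test compounds plus 3 SD, cut at about 30% in these data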;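 also: 0% = DMSO wells with GLD-1 and probe and 100% = wells lacking GLD-1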
* hit, by the source's call; x = not tested or not shown.

SMILES	CIT2 TOR yeast	MEX-5 binding	BCLXL inh	VLA-4 inh	GRK2 inh	Yeast superoxide	AGP1-GFP MLPCN	MCL1 BIM primary	GLD-1 TGE inh
CCCCOCCCn1cnc2c([nH]c3cc(OC)ccc32)c1=O	81	-0.8	3	6	2	109	87	2	3
CCCCCCCN1N=C(C)C(C(=O)c2ccccc2)C1=O (centres undefined)	99	-1.8	1	4	0	82	100	2	6
CCOC(=O)CSc1nnc(NC(=O)c2cccc(S(=O)(=O)N3CCCCCC3)c2)s1	105	-3.9	0	0	0	106	101	-2	6
CN1CCC(OC(=O)c2cc3cc(Cl)cc(Cl)c3oc2=O)CC1	95	-2.1	7	-8	0	88	100	5	-3
COC(=O)c1cccc(CN2C(=O)SC(Nc3ccccc3)C2=O)c1 (centres undefined)	103	-4.3	2	3	0	109	110	7	0
COC(=O)c1ccc(OC)c(Cn2c(=O)n(C)c(=O)c3ccccc32)c1	97	1.2	2	-8	4	99	96	3	4
O=[N+]([O-])c1cc(S(=O)(=O)N2CCCCC2)ccc1NCCCN1CCOCC1	89	-2.6	0	2	0	104	92	3	4
C[C@@H]1CCC[C@H](C)N1NC(=O)c1ccc(Cl)c(S(N)(=O)=O)c1	90	-4.2	5	11	2	99	97	-12	3
CN(Cc1ccccc1)S(=O)(=O)c1ccc(NC(=S)NC(=O)C2CCCC2)cc1	89	0.9	6	-3	0	102	98	12	7
O=C(NCc1ccncc1)C1CCCN(S(=O)(=O)c2cc(Cl)ccc2Cl)C1 (centres undefined)	109	-0.2	-2	10	0	85	110	-1	-3
COc1ccccc1/C=N/NC(=O)CCn1cnc2ccccc21	102	0.2	7	58*	0	97	100	6	-7
O=C(COc1ccc2ccccc2c1Br)N1CCOCC1	89	-1.3	2	-3	0	104	95	11	0
O=C(NCc1ccc2c(c1)OCO2)c1ccc(Cl)c(S(=O)(=O)N2CCOCC2)c1	94	4.0	-4	-10	0	107	101	-4	3
Cc1ccc(-c2csc3ncnc(N4CCN(S(=O)(=O)c5cccs5)CC4)c23)cc1	90	x	1	15	3	103	93	-2	1
COc1ccc(CCNC(=O)c2ccc(CNc3c(N4CCOCC4)c(=O)c3=O)cc2)cc1OC	97	-0.9	5	-16	1	93	102	-2	9
Cc1cccc2cc(CNCc3ccccc3)c(Cl)nc12	92	0.6	6	18	1	83	94	3	5
O=C(O)CSc1c(O)c2ccccc2[nH]c1=O	106	-3.0	11	-7	2	100	106	3	7
O=C(Nc1ccc(OC(F)(F)F)cc1)c1ccc(S(=O)(=O)N2CCOCC2)o1	95	x	-4	2	3	98	101	-6	11
O=C(c1cccc(Cl)c1)N1CCC(c2nc3ccccc3[nH]2)CC1	104	-2.6	0	6	0	94	103	4	0
O=C(Nc1nc2c(F)cccc2s1)c1ccco1	98	-0.2	1	1	2	97	101	4	2
CC1(c2nnc(-c3ccc(Cl)cc3)o2)CC(c2c(Cl)cccc2Cl)=NO1 (centres undefined)	106	0.0	5	-8	2	106	106	1	5
Fc1ccccc1-n1c(-c2ccc3ccccc3n2)n[nH]c1=S	101	-1.7	-17	-10	5	90	104	-16	-3
CCOc1ccc(N2C(=O)CC(NCC#N)C2=O)cc1 (centres undefined)	110	3.8	12	2	0	101	97	7	-3
Cc1ccc(S(=O)(=O)N2CCOCC2)cc1C(=O)NC1CCSc2ccccc21 (centres undefined)	118	-2.5	-10	5	3	94	87	-8	1
CC(C)c1nnc(NC(=O)C2CCN(C(=O)Nc3ccccc3)CC2)s1	101	-1.0	3	-21	2	94	105	-2	2
(continued)
SMILES	CIT2 TOR yeast	MEX-5 binding	BCLXL inh	VLA-4 inh	GRK2 inh	Yeast superoxide	AGP1-GFP MLPCN	MCL1 BIM primary	GLD-1 TGE inh
COc1ccc(-c2cn(-c3ccccc3)nc2C(=O)O)cc1OC	100	0.1	-4	-1	1	99	101	-8	5
CCN(CC(=O)Nc1c(F)cccc1F)C(=O)Cc1ccc2c(c1)CCC2	96	-0.8	-5	2	0	105	105	0	3
CNC(=O)C(=O)NCC1CCCN1S(=O)(=O)c1cccs1 (centres undefined)	109	-1.4	8	7	0	101	114	7	12
COc1ccc(OC)c2[nH]c(C(=O)N/N=C/c3ccccc3O)cc12	100	-1.5	8	9	0	95	92	15	-7
CC(=O)n1cc(/C=N/NC(=O)c2ccc(Cl)cc2)c2ccccc21	102	7.0	10	4	0	94	93	5	-1
Cc1ccccc1NC(=O)Cc1nc(COC(=O)c2cccc([N+](=O)[O-])c2)cs1	106	0.8	4	-8	4	94	93	4	4
O=S(=O)(Nc1cc(S(=O)(=O)N2CCOCC2)ccc1NCC1CCCO1)c1ccc(F)cc1 (centres undefined)	96	x	-1	7	2	93	101	3	4
CCOC(=O)c1nn(-c2ccc(F)cc2)c(-c2ccccc2)c1C(=O)c1ccccc1	98	-3.0	-7	5	0	101	99	0	-2
O=C(Nc1nc(-c2cc3ccccc3oc2=O)cs1)c1ccco1	94	-0.9	3	-1	2	91	94	2	5
CCOc1cc(C(=O)NCC(=O)N/N=C/c2sccc2C)cc(OCC)c1OCC	98	-0.2	8	-4	0	102	94	-2	7
Cc1ccc(NC(=S)N(Cc2cccc(Br)c2)CC2CCC(C(=O)O)CC2)cc1Cl (centres undefined)	102	1.3	3	9	0	112	110	4	7
COc1ccc(CCNC(=O)CC2SC(N)=NC2=O)cc1OC (centres undefined)	102	-1.0	3	6	2	90	102	10	5
O=C(CNC(=O)c1cccs1)Nc1ccc2c(c1)OCCO2	86	-3.8	-2	7	0	104	95	0	-2
COc1ccc(NC(=O)CN(C)C(=O)Cc2coc3cc(C)c(C)cc23)cc1	90	2.9	-3	0	2	93	110	-12	10
Clc1ccccc1CSc1ncccn1	105	-4.8	6	11	2	98	119	17	1
CCOC(=O)C1CCN(C(=O)CCCOc2ccccc2)CC1	94	-2.1	6	-11	3	88	96	-2	-2
COc1ccc(CNc2oc(-c3cccc4ccccc34)nc2C#N)cc1	97	0.7	-2	6	1	93	97	0	3
COC(=O)C1=C(N)OC2=C(C(=O)CC(C)(C)C2)C1c1ccccc1OC (centres undefined)	133	-1.7	2	-5	0	99	121	4	3
O=C(Nc1ccccc1C(=O)Nc1ccccc1)c1ccccc1F	95	-0.7	-1	0	0	106	89	10	8
CCN(CC(=O)Nc1ccccc1OC)C(=O)c1cc(-c2ccccc2)nn1-c1ccccc1	91	2.3	-7	1	2	97	99	2	2
S=C1NC[C@H](c2ccccc2)N1CCCCC1CCCCC1	90	1.4	-1	0	0	95	94	3	7
Cc1ccc(NC(=O)N2CCCCCC2)cc1	101	-2.8	5	8	2	94	99	5	-5
O=C(/C=C/Nc1cccc(C(F)(F)F)c1)c1ccc(Oc2ncccn2)cc1	97	0.4	-2	6	0	100	97	-4	0
CCN1CCN(C(=O)c2ccc(C)c(S(=O)(=O)Nc3cccc(C)c3)c2)CC1	166*	-2.6	2	-14	0	97	111	3	9
COc1cc(C2NC(=O)NC(c3ccccc3)=C2C(C)=O)ccc1OCC#N (centres undefined)	94	-2.0	2	3	0	128	96	2	-2

Record cards, from the list above. Values in the order: CIT2 TOR yeast | MEX-5 binding | BCLXL inh | VLA-4 inh | GRK2 inh | Yeast superoxide | AGP1-GFP MLPCN | MCL1 BIM primary | GLD-1 TGE inh
O=C(/C=C/Nc1cccc(C(F)(F)F)c1)c1ccc(Oc2ncccn2)cc1 reads 97 | 0.4 | -2 | 6 | 0 | 100 | 97 | -4 | 0
CCOC(=O)C1CCN(C(=O)CCCOc2ccccc2)CC1 reads 94 | -2.1 | 6 | -11 | 3 | 88 | 96 | -2 | -2
CN1CCC(OC(=O)c2cc3cc(Cl)cc(Cl)c3oc2=O)CC1 reads 95 | -2.1 | 7 | -8 | 0 | 88 | 100 | 5 | -3
CCCCCCCN1N=C(C)C(C(=O)c2ccccc2)C1=O (centres undefined) reads 99 | -1.8 | 1 | 4 | 0 | 82 | 100 | 2 | 6

The list continues:
SMILES	CIT2 TOR yeast	MEX-5 binding	BCLXL inh	VLA-4 inh	GRK2 inh	Yeast superoxide	AGP1-GFP MLPCN	MCL1 BIM primary	GLD-1 TGE inh
COc1ccc(-c2csc(-c3cccs3)n2)c(OC)c1	128	3.2	7	-9	2	91	109	11	1
O=C(Nc1ccc(-c2nc3ccccc3[nH]2)cc1)c1cccc(N2C(=O)CCC2=O)c1	98	-0.9	0	28	0	88	100	2	2
Cn1c(C(=O)N2CCN(c3ccc(Cl)cc3)CC2)cc2c(=O)[nH]c3ccccc3c21	105	-0.1	1	-7	0	106	103	6	5
CCCC(=O)Nc1ccccc1-c1nnc(SC)[nH]c1=O	107	0.6	0	16	1	108	108	-4	-5
CCC(C)c1ccccc1NC(=O)c1cc2cccc([N+](=O)[O-])c2[nH]1 (centres undefined)	86	-0.3	1	8	3	141	101	1	0
Cc1cc(=O)oc(C)c1C(=O)O	104	-0.5	-6	2	0	95	102	-2	-5
O=c1cc(-c2c(F)c(F)c(F)c(F)c2F)oc2ccccc12	111	1.4	-4	16	0	83	105	-3	3
O=C(CNC(=O)c1ccc(Br)cc1)NCC(=O)OCC(=O)c1ccccc1	93	-0.5	1	18	2	84	100	-4	4
Cc1cc(NCCCn2ccnc2)n2ncc(-c3ccccc3)c2n1	100	x	1	0	0	87	95	8	7
Nc1ccc([N+](=O)[O-])cc1C(=O)NNC(=O)c1ccco1	99	-7.3	0	8	3	106	107	0	-1
O=C(CC1CCCCC1)Nc1nc2ccccc2s1	101	-3.9	5	-1	2	99	99	3	4
CSc1cccc(NC(=O)CC2Oc3ccccc3NC2=O)c1 (centres undefined)	99	1.3	0	-26	2	96	99	-2	3
Cc1c(Cl)cccc1NC(=S)NCCc1ccc(S(N)(=O)=O)cc1	108	0.2	9	2	3	106	106	11	-2
C=CCN(c1ccccc1)S(=O)(=O)c1cccc(C(=O)Nc2cc(C)ccn2)c1	113	-1.1	4	-11	4	79	109	1	-1
O=C(NC(Cc1ccccc1)C(=O)NCCc1ccccn1)c1cccs1 (centres undefined)	105	2.8	0	-21	18	97	108	-1	1
CCCN(CC(=O)Nc1ccccc1C)C(=O)c1ccc(S(=O)(=O)N2CCCCC2)cc1	114	-2.2	5	-4	3	90	96	8	2
COc1ccc(C[C@H]2CN3C(=NC[C@@H]3C(C)C)N2CCNC(=O)CCC2CCCCC2)cc1	100	-7.9	-4	-8	0	108	94	1	4
O=C(COC(=O)Cc1c[nH]c2ccccc12)Nc1ccccc1C(F)(F)F	101	x	x	9	0	89	97	x	6
CC(=O)N1CCN(c2ccc(NC(=O)c3cccc(Cl)c3Cl)cc2)CC1	102	-3.6	10	3	2	96	103	7	4
O=C(O)CSc1ccc(S(=O)(=O)N2CCCC2)cn1	107	x	3	8	0	92	106	-3	5
Nc1ccc(SCC(=O)Nc2cccc([N+](=O)[O-])c2)cc1	93	-2.8	4	23	0	104	98	0	2
Cc1ccc(/C=N/Nc2cc(C)nc(NCc3ccccc3)n2)cc1	93	-2.0	2	2	0	96	103	-1	2
CCN(CC)S(=O)(=O)c1cc(C(=O)Nc2ccccc2[N+](=O)[O-])ccc1Cl	106	-2.4	3	0	2	101	95	-5	0
CCCOc1ccc(-c2csc3ncn(Cc4ccc(C(=O)O)cc4)c(=O)c23)cc1	82	2.7	8	-5	0	113	84	3	-4
CC(C)c1ccc(/C=c2\sc3nc(-c4ccncc4)nn3c2=O)cc1	95	-2.1	6	-4	0	81	94	-1	9
CCOc1ccc(Nc2nc3c(c(=O)[nH]2)CCCC3)cc1	92	-1.9	4	12	0	101	94	1	3
Cc1ccc(OCC(=O)NCCCNC(=O)c2cccnc2)cc1C	102	-2.0	4	-1	2	88	104	-2	3
CCN(CC(=O)NC(C)C)C(=O)c1ccc(Cl)cc1	86	0.5	2	15	2	91	88	-2	-2
